# Abeta rescue: A-beta toxicity reversal in yeast. yeast expressing A-beta42, growth rescue, OD600, 48 h; response scale: 0% DMSO, 100% iron-clioquinol control. Potency, µM (top dose mostly 46.1 µM), for inactives: top-dose growth rescue, usual class: activators. hit rate 0.063% among 410,000; also: potency is read from the fitted curve at half-maximal effect; nearly all actives have a fitted effect of over 55% in size
#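 Yeast growth medium received pinned compounds, then yeast cells expressing toxic A-beta were added; plates incubated at 30 C for 48 hr. Growth read as absorbance at 600 nm, normalized to DMSO and equimolar FeCl3 plus clioquinol controls.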
# TDP-43 yeast inh: inhibitors of TDP-43 toxicity in yeast | TDP-43 expressing yeast growth rescue, BacTiter-Glo, 24 h | Potency, µM (series often up to 46.1 µM), without a hit: at the top dose growth rescue (activation), most hits filed as activators | hit rate 1.8% among 410,000 | AID 652104; also: potency is read from the fitted curve at half-maximal effect; % of control where 0% means no effect; nearly all actives have a fitted effect of over 50% in size
#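 Yeast cells expressing TDP-43 under galactose induction are exposed to compounds for 24 hr at 30 deg C. BacTiter-Glo luminescence measures growth, so protective compounds score as activators.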
# MmCpn inh: M. maripaludis TRiC chaperonin inhibition; purified Mm-Cpn ATPase, ADP Transcreener TR-FRET; Potency, µM (top dose mostly 76.9 µM), for inactives: at the highest dose activity, negative = inhibition, hits mostly inhibitors; hit rate 0.031% among 330,000; also: potency is read from the fitted curve at half-maximal effect; % is scaled to controls: 0 for no effect and ±100 for the full control effect; nearly all actives have a fitted effect of over 80% in size
#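 Quantitative HTS used 25 nM Mm-CPN and 10 uM ATP in magnesium/KCl Tris buffer, pH 7.4, with 1 mM DTT. Hydrolysis ran 30 min at 37°C; ADP was read by HTRF.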
# GLP1R inv ag: acts as inverse agonist at human GLP-1 receptor. P43220. HEK293 GLP-1R CRE-luciferase, luminescence, 24 h; GLP-1R form is constitutively active. Potency, µM (highest dose often 38.3 µM), inactives show at the highest dose activity change, negative = inhibition, hits mostly inhibitors. hit rate 1.6% among 410,000. AID 624417; also: potency is read from the fitted curve at half-maximal effect; % is scaled to controls: 0 for no effect and ±100 for the full control effect; nearly all actives have a fitted effect of over 55% in size
# Target sequence (P43220 whole entry, looked up): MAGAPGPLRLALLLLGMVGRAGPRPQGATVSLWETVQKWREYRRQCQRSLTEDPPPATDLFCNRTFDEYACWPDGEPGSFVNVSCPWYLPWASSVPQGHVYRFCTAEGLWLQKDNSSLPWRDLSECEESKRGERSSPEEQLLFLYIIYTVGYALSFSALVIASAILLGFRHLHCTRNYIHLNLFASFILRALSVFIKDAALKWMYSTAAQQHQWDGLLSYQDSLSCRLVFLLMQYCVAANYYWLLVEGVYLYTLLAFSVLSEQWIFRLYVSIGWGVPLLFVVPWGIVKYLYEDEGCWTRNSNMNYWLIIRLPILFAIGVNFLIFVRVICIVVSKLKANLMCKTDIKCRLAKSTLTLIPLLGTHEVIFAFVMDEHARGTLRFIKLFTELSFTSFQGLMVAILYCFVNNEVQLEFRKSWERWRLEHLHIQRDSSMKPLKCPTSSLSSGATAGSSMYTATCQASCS
#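 Seeding at 200 cells/uL, 12 h culture, 24 hr compound treatment, then luciferase reagent and a luminescence read; cells are HEK293 stably expressing a constitutively active GLP-1R plus cAMP-responsive luciferase.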
# FUS yeast rescue: FUS proteinopathy suppression in yeast; S. cerevisiae FUS-expressing, growth rescue, OD600, 24 h; Potency, µM (highest dose often 76.6 µM), without a hit: at the highest dose growth rescue (activation), most hits filed as activators; hit rate 0.24% among 390,000;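 also: potency is read from the fitted curve at half-maximal effect; plate controls were DMSO vehicle for no effect and reference control for full effect; nearly all actives have a fitted effect of over 55% in size; some results filed as inactive show a strong effect at the top dose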
#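 S. cerevisiae expressing FUS from galactose induction served as the toxicity model. Growth after 24hr at 30C, read as absorbance at 600 nm, indicates suppression of toxicity; compounds dosed at several concentrations.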
# GLP1R cytotox: cytotoxic in the GLP-1 receptor inverse agonist counter-screen | HEK293 cAMP-luciferase reporter cells, luminescence, 24 h | Potency, µM (top dose mostly 38.3 µM), for the others: top-dose activity change, negative = inhibition, hits mostly inhibitors | hit rate 0.13% among 410,000;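 also: loss of luciferase light is scored as toxicity; potency is read from the fitted curve at half-maximal effect; % is scaled to controls: 0 for no effect and ±100 for the full control effect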
#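 A 23 nL compound transfer followed 12 hours of cell culture at 37 deg C; exposure then lasted 24 hr. Luciferase assay detection reagent was dispensed and plates read for luminescence after a 12 min room-temperature wait.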
# Akt phos inh: Akt phosphorylation inhibition | Neuro2A IGF-stimulated pAkt S473 HTRF, 20 min; active compounds read low | activity change, % for hits at 50 µM | hit rate 0.32% among 360,000 | AID 651550; in the data active = activity change below about -80%; inconclusive = mostly about -51% to -80%; also: % is scaled to controls: 0 for no effect and ±100 for the full control effect
#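 Neuro2A cells (4,500/well, DMEM with 0.5% FBS) were treated with compound at a single 50 µM final concentration, stimulated with 6 nM IGF for 20 min at 37 °C, and lysed. Phospho-Akt Ser473 was read by HTRF as 665/615 ratio ×10^4.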
# aSyn yeast inh: rescues yeast growth from alpha-synuclein toxicity; Potency, µM (series often up to 46.1 µM), for inactives: top-dose growth rescue (activation), most hits filed as activators; Yeast expressing alpha-synuclein, growth rescue, BacTiter-Glo, 24 h; hit rate 0.14% among 370,000; also: potency is read from the fitted curve at half-maximal effect; % of control where 0% means no effect; nearly all actives have a fitted effect of over 65% in size
#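 Galactose-induced alpha-syn yeast (OD600=0.02, raffinose-pregrown) + pinned cpd, 24 hr, 30 deg C; growth by BacTiter-Glo luminescence. Growth restoration scores as activation.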
# PTHR1 ag: agonists of human PTHR1 parathyroid hormone receptor; Potency, µM (titrated, usually from 115 µM), inactives show top-dose activation, usual class: activators; HEK293 GP2 PTHR1 cells, GloSensor cAMP luminescence, 1 h; AID 743266; hit rate 0.075% among 410,000; also: potency is read from the fitted curve at half-maximal effect; nearly all actives have a fitted effect of over 55% in size; some results filed as inactive show a strong effect at the top dose; inactives centre near -15; many of its hits are not listed in these tables
# Target sequence (Q03431 whole entry, looked up): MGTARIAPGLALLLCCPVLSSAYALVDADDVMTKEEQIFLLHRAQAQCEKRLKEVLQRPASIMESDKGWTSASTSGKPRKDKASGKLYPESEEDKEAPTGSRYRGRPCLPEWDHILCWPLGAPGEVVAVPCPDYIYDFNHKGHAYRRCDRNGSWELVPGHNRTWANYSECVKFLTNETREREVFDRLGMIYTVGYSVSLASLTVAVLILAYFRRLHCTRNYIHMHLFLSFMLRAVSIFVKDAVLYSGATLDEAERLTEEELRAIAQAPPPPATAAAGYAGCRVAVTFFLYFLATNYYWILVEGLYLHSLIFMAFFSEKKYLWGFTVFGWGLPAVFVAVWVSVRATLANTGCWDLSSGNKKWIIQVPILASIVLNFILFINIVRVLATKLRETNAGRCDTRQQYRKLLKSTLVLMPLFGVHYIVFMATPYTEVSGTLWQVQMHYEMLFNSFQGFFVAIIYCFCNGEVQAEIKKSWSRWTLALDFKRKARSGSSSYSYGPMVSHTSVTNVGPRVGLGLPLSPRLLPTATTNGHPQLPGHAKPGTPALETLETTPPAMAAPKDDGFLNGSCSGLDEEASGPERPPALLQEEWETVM
#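 HEK-293-derived GP2 cells expressing PTHR1 and a GloSensor cAMP reporter, 3,000/well, plated overnight, given luciferin plus IBMX (each 0.5 mM as added) for 1 h at 37 °C, then compound for 1 h at 37 °C. Luminescence was read after 15 min at room temperature.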
# Starred values were filed as active, the others as inactive; i = inactive; ? = inconclusive; . = not tested or not shown; & = joins results of further samples; [ ] = dose if it differs, or a comment. Unless noted, calls follow the shape of the dose curve; as a rule, active = well fitted curve in the direction sought with a large enough effect; inconclusive = small, poorly fitted or top-dose-only effect, or another doubt; inactive = no such curve, though single readings can be large; an effect the other way counts as inactive or inconclusive. A portion of the library; count on the stated rates, not on these rows.
molecule	TDP-43 yeast inh	GLP1R inv ag	PTHR1 ag	FUS yeast rescue	MmCpn inh	GLP1R cytotox	Akt phos inh	aSyn yeast inh	Abeta rescue
O=C(COC(=O)c1ccc(Cl)nc1)Nc1ccc2c(c1)CCC2	6.9%	10.5%	i	-18.6%	-3.1%	-0.8%	i	-5.8%	-0.2%
CCCCN1C2=C(C(=O)CC(C)(C)C2)C(c2ccccc2)C2=C1c1ccccc1C2=O (stereo unspecified)	-2.7%	0.9%	-7.8%[57.5 µM]	5.6%	-0.7%	-10.2%	i	-10.8%	-1.4%
FC(F)(F)c1cccc(NC(=S)Nc2cccc(NC(=S)Nc3cccc(C(F)(F)F)c3)n2)c1	21.7%	?	-25.5%	29.7%	?	?	i	14.6%	?
O=C(Nc1cc(Cl)ccc1Cl)N1CCCC1	?	4.5%	-22.6%	4.0%	0.9%	2.8%	i	13.6%	-14.8%
CC(=O)c1ccc2noc(-c3ccccc3)c2c1	-6.0%[0.397 µM]	?	-27.5%	18.0%	0.8%	-1.5%	i	-1.9%	-8.2%
Cc1ccccc1NC(=O)c1ccccc1N(C)S(=O)(=O)c1ccccc1	17.1%	-7.8%	i	1.1%	.	?	i	-2.3%	0.9%
Cc1ccc(C)c(S(=O)(=O)c2nnn3c2nc(N2CCCCC2)c2sccc23)c1	9.8%	9.5%	i	-16.2%	.	4.2%	.	.	-2.7%
Cc1ccc(CNC(=O)Cn2c([N+](=O)[O-])cnc2C)cc1	-4.7%	0.0%	i	3.5%	2.8%	-14.7%	i	2.5%	-2.2%
COc1ccc(OC)c(NC(=O)C2CCCN2S(=O)(=O)c2ccc3c(c2)CC(C)N3C(C)=O)c1 (stereo unspecified)	17.9%	52.3%[activator]	i	30.3%	.	2.8%	i	-7.2%	-2.3%
CN(CC(=O)Nc1ccc(F)c(Cl)c1)S(=O)(=O)c1ccc2c(c1)n(C)c(=O)c(=O)n2C	-6.5%	1.3%	i	1.3%	?	2.9%	i	0.8%	.
COc1ccccc1Cn1c(CO)nc2ccccc21	-12.6%	-15.8%	i	-0.5%	0.9%	2.3%	i	-8.4%	-0.4%
Cc1c(C(=O)NCc2ccc3c(c2)OCCO3)sc(=O)n1Cc1ccccc1C#N	0.0%	8.7%	i	-6.8%	.	2.2%	i	3.5%	-5.8%
Cc1ccc(S(=O)(=O)NCC(C)NS(=O)(=O)c2ccc(C)cc2)cc1 (stereo unspecified)	4.2%	-26.0%	-15.2%	0.1%	3.3%	-20.2%	i	3.8%	6.3%
CCOC(=O)N1CCN(S(=O)(=O)c2cc(Cl)c(OC)cc2Cl)CC1	27.1%	-25.7%	-12.6%	14.5%	0.8%	60.6%[activator]	i	-9.0%	-2.0%
Cc1ccc(S(=O)(=O)N2CCC(C(=O)N3CCCC3C(=O)N[C@@H](CC(C)C)C(=O)NCC(N)=O)CC2)cc1 (stereo partly specified)	13.4%	6.5%	i	-6.6%	2.8%	3.4%	i	9.9%	-9.0%
Oc1ccccc1CNc1cccc2cccnc12	14.1µM*	-12.4%[0.307 µM]	-39.0%[inhibitor]	19.2%	-0.9%	-0.2%[0.307 µM]	i	-25.2%	1.5%
Cc1nc(NC(=O)Nc2ccc(Cl)cc2)sc1C	11.5%	11.9%	i	2.7%	0.0%	-4.2%	i	6.3%	-3.3%
O=C(CSCc1cccc(F)c1)NCc1ccccc1	?	-4.5%&15.0%	i	1.3%&-13.7%	0.3%	9.4%&0.0%	i	0.1%	11.0%&-9.9%
Cc1ccc(-c2csc3ncnc(Oc4cccc5ccc(C)nc45)c23)cc1	-29.4%	0.3%	-43.7%[inhibitor]	-5.7%	-1.0%	7.1%	i	16.4%	-0.8%
O=C(Nc1cc(S(=O)(=O)N2CCCCCC2)ccc1OCC(F)(F)F)c1ccc(=O)[nH]c1	0.3%	16.4%	i	12.9%	0.4%	3.8%	i	-2.5%	-10.0%
O=S(=O)(Nc1nc2ccccc2nc1-[n+]1ccccc1)c1ccc(Cl)cc1	10.9%	-26.1%	i	.	-8.5%	?	i	3.5%	22.7%
CC(=O)Nc1cccc(/C(C)=N/NC(=O)c2ccc(O)cc2)c1	11.9%	12.5%	i	-8.0%	-3.5%	-6.3%	i	1.6%	3.1%
O=C(CN1C(=O)NC2(CCCC2)C1=O)N1CCc2ccccc2C1	-8.7%[9.22 µM]	-2.0%	i	-4.1%	-1.0%	-3.7%	i	0.2%	-4.8%
CCOC(=O)C1=C(C)N(CCCCCC(=O)O)C(=O)NC1c1ccc(Br)cc1 (stereo unspecified)	17.8%	-7.5%	-16.1%	-0.6%	3.0%	3.1%	i	11.3%	-9.0%
CC(C)C(NC(=O)c1ccc(Br)cc1)C(=O)NC1=NCCS1 (stereo unspecified)	4.5%	-0.9%	-9.4%	-0.7%	-0.4%	-10.4%	i	-13.4%	-3.4%
S=C1NCCOCCOCCOCCOCCNC(=S)NCCOCCOCCOCCOCCN1	9.0%	8.1%	i	14.0%	0.3%	-6.0%	i	1.5%	2.4%
CC(C)(C)C1CCc2oc3ccc(NS(=O)(=O)c4ccc(C(=O)O)cc4)cc3c2C1 (stereo unspecified)	24.7%	1.4%	i	-2.7%	.	0.8%	.	.	3.0%
CCc1ccc(-c2nc(-c3ccncc3)no2)cc1	20.0%	-11.6%	-31.4%	-14.3%	-4.0%	12.3%	i	9.6%	-18.1%
CCOC(=O)CCc1c(C)c2ccc(OCc3ccc([N+](=O)[O-])cc3)cc2oc1=O	-4.6%	4.9%	i	15.2%	0.0%	-3.4%	i	2.7%	-1.6%
CC1(Oc2cccc(F)c2)CCN(Cc2csc3ccccc23)C1 (stereo unspecified)	8.4%	?	i	-13.0%	.	-1.4%	i	6.4%	-6.6%
C=CCNC(=O)c1onc(CSc2ccc(F)cc2)c1C(=O)NCCOC	6.2%	-10.8%	i	-0.1%	0.6%	-31.6%	i	-2.9%	-4.5%
NC(CSC(c1ccccc1)(c1ccccc1)c1ccc(-c2ccccc2)cc1)C(=O)O (stereo unspecified)	12.3%	?	i	3.2%	.	2.1%	i	22.3%	15.3%
CCOC(=O)c1ccc(S(=O)(=O)Nc2nc3cc(S(=O)(=O)NC4=NCCCCC4)ccc3s2)cc1	-14.2%	12.7%	i	?	-5.2%	-7.3%	i	-7.3%	-7.5%
Cc1ccccc1NC(=S)N(Cc1cccnc1)Cc1ccco1	12.2%	16.7%	i	0.9%	-2.2%	7.1%	i	-5.4%	13.9%
COC(=O)N1CCN(c2ccc(OC)cc2)CC1	-21.9%	-1.5%	i	16.9%	2.8%	-3.8%	i	-11.3%	0.7%
COc1ccc(CCNc2ccc(C(=O)O)cc2[N+](=O)[O-])cc1OC	2.2%	36.9%[activator]	-11.1%	-1.7%	0.5%	-16.6%	i	-0.8%	12.2%
CCCSc1nc2c(c(=O)[nH]c(=O)n2C)n1CC(O)COc1ccccc1 (stereo unspecified)	2.9%	3.9%	-12.5%	10.5%	-2.3%	7.3%	i	5.3%	1.0%
Cc1ccc(C(=O)c2cc3ccccc3o2)cc1	-17.2%	6.9%	-17.3%[57.5 µM]	14.3%	-7.7%	21.5%	i	-9.4%	-13.7%
COc1ccc(OC)c(C(c2nnnn2CCc2ccccc2)N2CCN(c3ccccc3)CC2)c1 (stereo unspecified)	?	?	i	32.4%	-3.1%	-13.6%	i	9.5%	19.2%
Cc1cc(Cl)ccc1NC(=O)CCn1nc(C)c2c(C)n(-c3ccccc3)nc2c1=O	11.9%	2.9%	i	-20.9%	.	10.4%	.	.	-22.1%

# Part of the list above, with values under each structure.
# Values run as follows: TDP-43 yeast inh	GLP1R inv ag	PTHR1 ag	FUS yeast rescue	MmCpn inh	GLP1R cytotox	Akt phos inh	aSyn yeast inh	Abeta rescue
CCCSc1nc2c(c(=O)[nH]c(=O)n2C)n1CC(O)COc1ccccc1 (stereo unspecified)
  2.9%	3.9%	-12.5%	10.5%	-2.3%	7.3%	i	5.3%	1.0%
Cc1ccc(S(=O)(=O)N2CCC(C(=O)N3CCCC3C(=O)N[C@@H](CC(C)C)C(=O)NCC(N)=O)CC2)cc1 (stereo partly specified)
  13.4%	6.5%	i	-6.6%	2.8%	3.4%	i	9.9%	-9.0%

# Further records.
molecule	TDP-43 yeast inh	GLP1R inv ag	PTHR1 ag	FUS yeast rescue	MmCpn inh	GLP1R cytotox	Akt phos inh	aSyn yeast inh	Abeta rescue
COC(C)(C)[C@]12CC(O)(c3ccccc3)ON1[C@H]1CCCCC1N2O (stereo partly specified)	-2.1%	1.6%	-6.9%[57.5 µM]	15.5%	-7.5%	1.0%	i	-2.1%	-10.6%
Cc1cc(C(=O)N(NC(=O)C(C)C)c2ccccc2)cs1	-13.0%	-7.4%	-5.4%	-1.3%	-1.7%	-10.0%	i	-1.3%	1.2%
CCN1CCN(c2nc(-c3ccccn3)nc3ccccc23)CC1	16.2%	?	-12.1%[57.5 µM]	28.4%	-2.3%	?	i	-1.3%	-2.3%
CCc1ccccc1N=Cc1c(C)c(C#N)c2[nH]c3ccccc3n2c1=O	0.6%	15.1%	?	10.4%	.	25.6%	i	-5.0%	0.3%
Cc1ccc(C(=O)Nc2cccc(C(=O)NCc3ccccc3)c2)cc1	10.9%	12.6µM*	-1.3%	.	0.5%	1.1%	i	-0.1%	1.3%
Cc1oc(-c2cccc(Cl)c2)nc1CN1CCCC(C(=O)NCc2ccc(Cl)cc2)C1 (stereo unspecified)	-8.2%	-9.2%	-5.7%	7.1%	.	3.6%	.	.	-5.9%

# Source: PubChem BioAssay
